Screening data: PubChem, The Scripps Research Institute Molecular Screening Center
PAFAH1B3 FP inh – PAFAH1B3 (human) inhibition; 340,000 compounds, 0.28% hits; recombinant PAFAH1B3, FP-rhodamine probe, fluorescence polarization; Q15102; inhibition, % at 3.39 µM; AID 492972;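 active = inhibition above the screen-wide average of all tested compounds plus 3 SD, cut at about 25% in these data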;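 also: 0% = enzyme with DMSO only and 100% = wells lacking PAFAH1B3 protein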
LYPLA2 counter – LYPLA2 (human) inhibition in PME1 counter-screen; 320,000 compounds, 0.38% hits; recombinant LYPLA2, FP-Rh probe fluorescence polarization; inhibition, % at 5.9 µM;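 active = inhibition above the screen-wide mean plus 3 SD, limit set per campaign, cut at about 26% in these data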;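 also: 0% = LYPLA2 with DMSO and 100% = wells lacking LYPLA2 enzyme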
PME-1 primary – blocks human protein phosphatase methylesterase 1; Q9Y570; recombinant PME-1, FP-Rh probe fluorescence polarization; inhibition, % at 5.9 µM; 320,000 compounds, 0.53% hits; AID 2130;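 active = inhibition above the campaign mean of all compounds plus 3 SD, cut at about 26% in these data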;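 also: competitive labeling of PME-1 active site by serine hydrolase directed probe; 0% = PME-1 with DMSO and 100% = wells lacking PME-1 enzyme; inhibitors block probe labeling so polarization falls and inhibition rises; many of its hits are not listed in these tables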
Target sequence (Q9Y570 whole entry, looked up): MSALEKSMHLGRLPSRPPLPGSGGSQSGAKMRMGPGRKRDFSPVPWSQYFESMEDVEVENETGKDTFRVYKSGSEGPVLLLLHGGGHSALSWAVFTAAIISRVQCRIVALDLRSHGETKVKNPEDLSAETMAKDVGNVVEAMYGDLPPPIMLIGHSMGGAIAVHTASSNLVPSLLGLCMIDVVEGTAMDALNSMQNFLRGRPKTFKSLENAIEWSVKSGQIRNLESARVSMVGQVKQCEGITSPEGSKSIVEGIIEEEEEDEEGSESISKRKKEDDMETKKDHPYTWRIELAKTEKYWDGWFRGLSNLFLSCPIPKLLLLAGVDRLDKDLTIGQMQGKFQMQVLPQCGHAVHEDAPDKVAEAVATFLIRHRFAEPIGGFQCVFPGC
PAFAH2 FP inh – PAFAH2 (human) inhibition; Q99487; recombinant PAFAH2, FP-rhodamine activity probe, fluorescence polarization; inhibition, % at 3.39 µM; 340,000 compounds, 0.99% hits;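 active = inhibition above the mean over all tested compounds plus 3 SD, cut at about 30% in these data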;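 also: inhibitors block probe labeling of enzyme so polarization drops; 0% = enzyme with DMSO and 100% = wells lacking PAFAH2 protein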
PAD4 FP inh – blocks human protein arginine deiminase 4; recombinant PAD4, RCA probe fluorescence polarization; 330,000 compounds, 0.41% hits; AID 485272; Q9UM07; inhibition, % at 6.36 µM;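 active = percent inhibition above a cutoff equal to the mean of all tested compounds plus 3 SD, cut at about 15% in these data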;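 also: 0% = PAD4 with RCA probe and DMSO and 100% = probe without PAD4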
PAFAH1B2 FP inh – PAFAH1B2 (human) inhibition. recombinant PAFAH1B2, FP-rhodamine activity probe, fluorescence polarization. 340,000 compounds, 1.2% hits. inhibition, % at 3.39 µM. AID 492953. P68402;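 active = inhibition above the mean of all tested compounds plus 3 SD, cut at about 24% in these data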;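 also: 0% = enzyme with DMSO and 100% = wells lacking PAFAH1B2; many of its hits are not listed in these tables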
Target sequence (P68402 whole entry, looked up): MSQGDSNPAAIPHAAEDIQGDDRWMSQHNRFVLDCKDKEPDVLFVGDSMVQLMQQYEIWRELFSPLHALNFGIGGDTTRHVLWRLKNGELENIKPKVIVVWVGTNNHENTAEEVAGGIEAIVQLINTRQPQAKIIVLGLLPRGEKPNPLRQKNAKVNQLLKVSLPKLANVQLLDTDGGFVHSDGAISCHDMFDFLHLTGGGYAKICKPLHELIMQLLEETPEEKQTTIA
GSTO1 counter – counter-screen for RBBP9 inhibitors: inhibitors of human GSTO1; 300,000 compounds, 1.1% hits; recombinant GSTO1, activity-based probe fluorescence polarization; inhibition, % at 5.96 µM; P78417;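 active = inhibition above the campaign mean inhibition plus 3 SD, cut at about 35% in these data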;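 also: 0% = GSTO1-1 with DMSO and 100% = wells lacking GSTO1-1 enzyme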
Target sequence (P78417 whole entry, looked up): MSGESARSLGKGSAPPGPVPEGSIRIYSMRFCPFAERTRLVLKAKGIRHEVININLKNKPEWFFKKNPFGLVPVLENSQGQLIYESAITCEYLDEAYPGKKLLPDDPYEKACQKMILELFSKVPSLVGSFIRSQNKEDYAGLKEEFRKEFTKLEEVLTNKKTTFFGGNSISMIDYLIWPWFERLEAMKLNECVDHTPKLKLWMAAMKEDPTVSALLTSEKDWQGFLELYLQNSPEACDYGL
pPAFAH inh – pPAFAH (human) enzyme inhibition | 330,000 compounds, 1.5% hits | inhibition, % at 3.39 µM | recombinant pPAFAH, FP-rhodamine probe fluorescence polarization | AID 463082;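 active = inhibition above the mean inhibition across the screen plus 3 SD, cut at about 25% in these data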;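 also: inhibitors block binding of the rhodamine activity-based probe so polarization drops; 0% = enzyme with DMSO and 100% = wells lacking pPAFAH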
LYPLA1 counter – counter-screen for PME1 inhibitors: inhibitors of human LYPLA1 | recombinant LYPLA1, FP-Rh probe fluorescence polarization | inhibition, % at 5.9 µM | 320,000 compounds, 0.16% hits | AID 2174;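 active = inhibition above the mean of all tested compounds plus 3 SD, set per campaign, cut at about 14% in these data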;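 also: inhibitors block serine hydrolase probe labeling of LYPLA1 so polarization falls; 0% = enzyme with DMSO and 100% = wells lacking LYPLA1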
The depositor's hits bear a star; . = no result given.

#1 COc1ccc(-c2csc(N(CCCN3CCOCC3)C(=O)CCl)n2)cc1
#2 CCC(=O)N1CCN(c2ccc(NC(=O)c3ccc(C#N)cc3F)cc2Cl)CC1
#3 COc1ccc(N(CC(=O)NC2CCCCCCC2)S(=O)(=O)c2c(C)nn(C)c2C)cc1
#4 Cc1cccc(NS(=O)(=O)c2ccc([N+](=O)[O-])cc2)n1
#5 O=c1cc(CN2CCC(Cc3ccccc3)CC2)nc2sccn12
Assay by compound	1	2	3	4	5
PAFAH1B3 FP inh	5	9	2	5	3
LYPLA2 counter	-5	5	-65	0	6
PME-1 primary	6	5	-96	-6	0
PAFAH2 FP inh	2	2	6	2	7
PAD4 FP inh	1	0	-21	0	6
PAFAH1B2 FP inh	2	4	4	2	0
GSTO1 counter	10	-1	-18	7	5
pPAFAH inh	4	2	14	0	2
LYPLA1 counter	0	2	-16	4	0

#6 O=C(CSc1ncccn1)NN=C1CCCCCC1
#7 Cc1ccc(C(=O)Cn2c(C(=O)O)cc3ccccc32)cc1
#8 COc1ccc([C@H]2CC(=O)C=C(c3ccc4c(c3)OCO4)C2)cc1OC
#9 Cc1csc(N(C(=O)c2ccccc2F)c2ccccc2)n1
#10 CC(C)N(C(=O)CSc1nnc(NC(=O)Cc2cccs2)s1)C(C)C
Assay by compound	6	7	8	9	10
PAFAH1B3 FP inh	1	10	-15	0	0
LYPLA2 counter	-4	-4	2	-4	-4
PME-1 primary	-3	2	8	0	-2
PAFAH2 FP inh	-1	-1	-4	-3	-2
PAD4 FP inh	6	-1	3	-4	-1
PAFAH1B2 FP inh	-1	-3	0	-1	5
GSTO1 counter	5	-2	.	-10	-4
pPAFAH inh	7	2	-2	4	1
LYPLA1 counter	1	-3	0	1	1

#11 CCOC(=O)CSC1=C(C#N)C(c2ccc3c(c2)OCO3)CC(=O)N1 (stereo not given)
#12 COC(=O)c1ccc(/C=N/NC(=S)NCCN2CCOCC2)cc1
#13 CCN(C(=O)CN1C(=O)NC(c2ccccc2)(c2ccc(C)c(C)c2)C1=O)C1CCS(=O)(=O)C1 (stereo not given)
#14 CC(=O)c1c(C)[nH]c(C(=O)OCCCCN2C(=O)c3ccccc3C2=O)c1C
#15 N/C(=N\OC(=O)c1cccc(Br)c1)c1ccc(Br)cc1
Assay by compound	11	12	13	14	15
PAFAH1B3 FP inh	2	10	3	0	3
LYPLA2 counter	-3	10	-1	1	-3
PME-1 primary	5	4	0	-3	-7
PAFAH2 FP inh	7	3	5	7	1
PAD4 FP inh	2	-4	-12	-5	2
PAFAH1B2 FP inh	2	2	1	2	3
GSTO1 counter	-4	-13	.	4	-5
pPAFAH inh	-1	-1	1	0	-4
LYPLA1 counter	-5	3	2	-7	-3

#16 O=S(=O)(c1ccc(-c2ccccc2)cc1)N1CCCCC1
#17 CC(Sc1nc(C(C)(C)C)cc(-c2ccccc2)c1C#N)C(=O)Nc1ccccc1 (stereo not given)
#18 COc1cc(N=C2C(=O)N3CCCc4cccc2c43)cc(OC)c1
#19 COc1cccc(CNC(=O)CCC2CCCN(C(=O)c3csc(C(C)C)n3)C2)c1 (stereo not given)
#20 CO/N=C(\c1nonc1N)N1CCN(c2ccc(Cl)cc2[N+](=O)[O-])CC1
Assay by compound	16	17	18	19	20
PAFAH1B3 FP inh	7	-7	3	2	10
LYPLA2 counter	6	-14	0	3	2
PME-1 primary	2	-14	4	-3	1
PAFAH2 FP inh	1	-16	0	4	1
PAD4 FP inh	-2	12	-2	-1	-4
PAFAH1B2 FP inh	1	1	0	3	1
GSTO1 counter	3	-7	-2	-2	3
pPAFAH inh	11	2	9	3	7
LYPLA1 counter	1	-4	1	0	-1

Complete entries, looked up by structure. Values in the order: PAFAH1B3 FP inh | LYPLA2 counter | PME-1 primary | PAFAH2 FP inh | PAD4 FP inh | PAFAH1B2 FP inh | GSTO1 counter | pPAFAH inh | LYPLA1 counter
`CO/N=C(\c1nonc1N)N1CCN(c2ccc(Cl)cc2[N+](=O)[O-])CC1` in the list: 10 | 2 | 1 | 1 | -4 | 1 | 3 | 7 | -1
`O=S(=O)(c1ccc(-c2ccccc2)cc1)N1CCCCC1` in the list: 7 | 6 | 2 | 1 | -2 | 1 | 3 | 11 | 1
`COc1cc(N=C2C(=O)N3CCCc4cccc2c43)cc(OC)c1` in the list: 3 | 0 | 4 | 0 | -2 | 0 | -2 | 9 | 1
`COc1cccc(CNC(=O)CCC2CCCN(C(=O)c3csc(C(C)C)n3)C2)c1` (stereo not given) in the list: 2 | 3 | -3 | 4 | -1 | 3 | -2 | 3 | 0
`CC(Sc1nc(C(C)(C)C)cc(-c2ccccc2)c1C#N)C(=O)Nc1ccccc1` (stereo not given) in the list: -7 | -14 | -14 | -16 | 12 | 1 | -7 | 2 | -4

The listing continues:
#21 CN(C)c1ccc(C(c2nnnn2C(C)(C)C)N2CCN(C(=O)c3ccco3)CC2)cc1 (stereo not given)
#22 COc1ccc(CC(=O)OCC(=O)NCc2ccco2)cc1
#23 O=C(c1ccc(Cl)c([N+](=O)[O-])c1)N1CCN(C(=O)c2ccco2)CC1
#24 O=C(COC(=O)CNS(=O)(=O)c1c(F)cccc1F)NC(=O)NC1CCCCC1
#25 CC(=O)NS(=O)(=O)c1ccc(NC(=O)C2C3C=CC(C3)C2C(=O)O)cc1 (stereo not given)
Assay by compound	21	22	23	24	25
PAFAH1B3 FP inh	0	1	6	2	-5
LYPLA2 counter	0	-1	-4	4	0
PME-1 primary	7	1	-1	3	1
PAFAH2 FP inh	10	13	4	-9	-2
PAD4 FP inh	-10	-3	6	0	-1
PAFAH1B2 FP inh	5	4	2	-2	-5
GSTO1 counter	4	7	3	.	-3
pPAFAH inh	-2	9	-4	2	0
LYPLA1 counter	2	-1	-4	4	-6

#26 c1ccc(Nc2nc(NCCN3CCOCC3)nc(Nc3ccccc3)n2)cc1
#27 O=C(N/N=C/c1ccc(Br)o1)c1cc([N+](=O)[O-])cc([N+](=O)[O-])c1
#28 Cn1c(=O)c2c(ncn2CC(=O)N2CCN(c3cccc(Cl)c3)CC2)n(C)c1=O
#29 O=C(Nc1cccc(S(=O)(=O)NC2=NCCCCC2)c1)c1cc(-c2ccc(Cl)cc2)nc2ccccc12
#30 CC12CN3CC(C)(CN(C1)C3c1ccc(Br)cc1)C2=O (stereo not given)
Assay by compound	26	27	28	29	30
PAFAH1B3 FP inh	0	-2	-1	-31	7
LYPLA2 counter	-4	1	8	-61	1
PME-1 primary	-3	1	0	-47	-3
PAFAH2 FP inh	4	1	-4	-32	-1
PAD4 FP inh	4	-10	-3	-2	-1
PAFAH1B2 FP inh	-5	7	3	-23	0
GSTO1 counter	-4	8	13	-11	6
pPAFAH inh	9	4	1	-15	-2
LYPLA1 counter	2	-3	5	-31	2

#31 Cn1c(SCC(=O)Nc2ccc(Cl)cc2)nc(O)cc1=O
#32 COC(=O)[C@@]1(Cc2ccccc2)[C@H]2C(=O)N(C)C(=O)[C@H]2[C@H]2CN=C(SCC3CC3)N21
#33 O=C(Nc1cccc2cccnc12)C1CCCC1
#34 CC(=Nc1ccccc1)c1sc2ccccc2c1O
#35 O=C(COc1ccc(Cl)cc1)Nc1nc(-c2ccc(S(=O)(=O)N3CCOCC3)cc2)cs1
Assay by compound	31	32	33	34	35
PAFAH1B3 FP inh	16	9	11	0	-10
LYPLA2 counter	-4	.	7	-3	-48
PME-1 primary	-4	.	-8	6	-30
PAFAH2 FP inh	5	-4	-3	7	-40
PAD4 FP inh	-2	1	-2	8	-9
PAFAH1B2 FP inh	7	2	2	5	-6
GSTO1 counter	12	.	5	5	-30
pPAFAH inh	2	-3	-6	-1	-21
LYPLA1 counter	-2	.	-2	-1	-29

#36 O=C(O)c1cc(O)c2c(c1)C(=O)c1cc(O)cc(O)c1C2=O
#37 COc1cccc(OCC(=O)NNC(=O)c2cnccn2)c1
#38 C/C(=N/NC(=O)CNC(=O)c1ccccc1)c1ccc(C)cc1
#39 CSc1sc(-c2ccnc(SCCS(C)(=O)=O)n2)c(-c2ccccc2)c1C#N
#40 CCc1nc2nc(C)c(NS(=O)(=O)c3ccc(C4CCCCC4)cc3)c(=O)n2[nH]1
Assay by compound	36	37	38	39	40
PAFAH1B3 FP inh	17	3	4	2	16
LYPLA2 counter	5	-12	-1	0	0
PME-1 primary	-9	3	-4	-4	-1
PAFAH2 FP inh	13	0	2	6	-3
PAD4 FP inh	3	-4	-5	-7	-9
PAFAH1B2 FP inh	16	4	2	1	3
GSTO1 counter	29	0	1	-5	-22
pPAFAH inh	35*	-6	-11	1	4
LYPLA1 counter	-6	-2	-1	5	-3

#41 CCCC[C@@H]1CNC(=O)C(=O)N1CCc1cccc2ccccc12
#42 O=C(NCC1CCCO1)C1CCCN(S(=O)(=O)c2cccc(C(F)(F)F)c2)C1 (stereo not given)
#43 Fc1cccc(Nc2c3c(nc4ccccc24)CCC3)c1
#44 CS(=O)(=O)N1CCN(c2ccccc2NC(=O)c2cccs2)CC1
#45 COc1ccc(-c2nc(SC(C)C(=O)NCC3CCCO3)n[nH]2)cc1 (stereo not given)
Assay by compound	41	42	43	44	45
PAFAH1B3 FP inh	.	-3	9	-4	10
LYPLA2 counter	1	3	10	-5	6
PME-1 primary	1	-2	3	6	-9
PAFAH2 FP inh	.	-5	4	-3	4
PAD4 FP inh	3	-3	3	14	-4
PAFAH1B2 FP inh	.	0	2	3	1
GSTO1 counter	-4	-8	2	-6	8
pPAFAH inh	2	-13	6	0	0
LYPLA1 counter	-3	0	1	6	0

#46 O=[n+]1c2c(n([O-])c3cc(F)c(F)cc31)CCCC2
#47 COCCN(C(=O)COC(=O)c1cnc(C)cn1)c1c(N)n(Cc2ccccc2)c(=O)[nH]c1=O
#48 CCOC(=O)CSCc1cn2cc(Cl)ccc2n1
#49 CC(C)C(NC(=O)c1ccccc1)C(=O)N1CCN(C/C=C/c2ccccc2)CC1 (stereo not given)
#50 Cc1ccc(Cn2nnc3c(=O)[nH]c(C4CCN(S(=O)(=O)c5ccc(S(=O)(=O)NC6CC6)cc5)CC4)nc32)cc1
#51 Cc1cc(C)cc(N(CC(=O)Nc2ccccc2-c2ccccc2)S(=O)(=O)c2ccccc2)c1
#52 CCOC(=O)CNC(=S)N(CCCN1CCCC1)Cc1cccs1
#53 CCN(CCCNC(=O)CC(C(=O)N1CCc2ccccc21)n1ccnc1)c1cccc(C)c1 (stereo not given)
Assay by compound	46	47	48	49	50	51	52	53
PAFAH1B3 FP inh	-13	12	6	-5	2	-7	3	5
LYPLA2 counter	13	-3	1	3	-9	-8	3	-3
PME-1 primary	-5	4	0	3	4	-6	4	7
PAFAH2 FP inh	5	2	9	2	-8	8	-3	-3
PAD4 FP inh	-6	-3	1	3	1	0	1	2
PAFAH1B2 FP inh	0	5	7	6	3	2	3	0
GSTO1 counter	22	8	4	.	-37	2	4	13
pPAFAH inh	13	4	-1	0	9	-1	4	9
LYPLA1 counter	6	0	0	1	-6	3	2	0

Not all compounds are listed. The share of hits here may be higher or lower than overall.
